AI-2 QS modul – modulators of Vibrio harveyi AI-2 quorum sensing system. Vibrio harveyi JMH597 AI-2 luminescence/OD600 ratio, 9 h; active compounds read low; strain lacks LuxN and CqsS sensors; 0 = neutral-control median. activity change, % at 7.5 µM. hit rate 0.4% among 300,000. AID 2094; in the data active means activity change below about -75%, passing the limit was not always enough; inconclusive means no clear call, values can overlap the other calls;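 further: luminescence divided by OD600 gain over 9 h not by final OD600 alone; inactives centre near 13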
HSF-1 act – increases HSF-1 driven luciferase reporter signal. NIH3T3-HGL HSF-1 luciferase reporter, MG132, 8 h; 100% = twice DMSO control signal. activation, % at 9 µM. hit rate 1.7% among 300,000;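 active means mean replicate activation of at least 50% with a set share of replicates each reaching 50%; inconclusive means only one of those two conditions met; inactive means mean below 50% and too few replicates reaching it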;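 further: 0% = median of the neutral control wells and 100% = twice that signal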
GSK3beta inhib – inhibitors of human GSK3beta kinase | P49841 | GST-GSK3beta kinase, ADP-Glo luminescence, 60 min; active compounds read low | activity score (negative = inhibition), % at 10 µM | hit rate 0.038% among 300,000;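 active means more than half of replicate wells score below -50%, meaning over 50% inhibition versus plate controls; inconclusive means some replicates but at most half score below -50%; inactive means no replicate scores below -50%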;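 further: 0% = median DMSO wells and -100% = median GW8510 positive control wells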
Target sequence (P49841 whole entry, looked up): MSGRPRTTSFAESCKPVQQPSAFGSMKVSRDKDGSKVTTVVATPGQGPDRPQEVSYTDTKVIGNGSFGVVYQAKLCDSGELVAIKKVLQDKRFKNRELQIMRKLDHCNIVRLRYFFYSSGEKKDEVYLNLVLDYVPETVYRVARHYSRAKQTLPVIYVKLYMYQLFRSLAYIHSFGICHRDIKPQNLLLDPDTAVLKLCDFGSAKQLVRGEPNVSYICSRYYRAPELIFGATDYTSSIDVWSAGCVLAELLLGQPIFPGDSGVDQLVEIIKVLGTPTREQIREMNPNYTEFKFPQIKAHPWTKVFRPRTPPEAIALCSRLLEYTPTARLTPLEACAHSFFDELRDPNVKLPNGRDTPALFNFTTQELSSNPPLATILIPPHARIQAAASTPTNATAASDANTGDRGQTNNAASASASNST
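Assay system: GST-fused GSK3beta enzyme, cell-free / Medium: Tris pH 7.5 buffer with MgCl2, DTT, BSA, heparin / Also added: peptide substrate plus 25 µM ATP (final) / Compound: 10 µM single point / Timing: kinase reaction with compound 60 min at room temperature / Detection: ADP-Glo luminescence / Benchmarks: DMSO neutral wells and GW8510 at 20 µM as positive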
PolyA inhibitor – yeast polyadenylation inhibition; hit rate 0.02% among 300,000; calls only at 12 µM; S. cerevisiae SKY197-pL101 polyadenylation reporter, beta-gal luminescence; efflux-impaired pdr1/pdr3 knockout yeast; score 100 = 6 SD above DMSO; AID 1875;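 active means lowest replicate activity score at least 50, where 100 means six control SD above control mean; inconclusive means lowest score under 50 but half or more replicates reach 50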;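 further: yeast exposed to compound for 9 h at 30 °C; higher score means more reporter readthrough which indicates perturbed polyadenylation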
Platelet DG rel – platelet dense granule release activity; inhibition, %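 (compounds screened at 7.5 µM in platelet-rich plasma)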; AID 1663; human platelet-rich plasma, SFLLRN dense granule ATP release, luminescence; hit rate 0.22% among 300,000;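 active means mean replicate score, as percent of positive control, at or above 50; inconclusive means mean below 50 but at least one replicate at or above 50; inactive means mean and every replicate below 50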
HDAC3 inh – blocks human histone deacetylase 3. hit rate 0.15% among 320,000. inhibition, % at 8.3 µM. recombinant HDAC3, fluorogenic peptide/trypsin coupled, fluorescence. O15379. AID 2718; in the data active means inhibition above about 26%, passing the limit was not always enough; inconclusive means no clear call, values can overlap the other calls
GSK3 alpha inh – human GSK-3 alpha kinase inhibition | hit rate 0.1% among 320,000 | ADP-Glo luminescence, 60 min | inhibition, % at 10 µM | P49840;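 in the data active means inhibition above about 50%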;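 further: GST-tagged GSK-3 alpha with peptide substrate and 25 µM ATP; 0% = DMSO neutral wells and 100% = GW8510 positive control wells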
Target sequence (P49840 whole entry, looked up): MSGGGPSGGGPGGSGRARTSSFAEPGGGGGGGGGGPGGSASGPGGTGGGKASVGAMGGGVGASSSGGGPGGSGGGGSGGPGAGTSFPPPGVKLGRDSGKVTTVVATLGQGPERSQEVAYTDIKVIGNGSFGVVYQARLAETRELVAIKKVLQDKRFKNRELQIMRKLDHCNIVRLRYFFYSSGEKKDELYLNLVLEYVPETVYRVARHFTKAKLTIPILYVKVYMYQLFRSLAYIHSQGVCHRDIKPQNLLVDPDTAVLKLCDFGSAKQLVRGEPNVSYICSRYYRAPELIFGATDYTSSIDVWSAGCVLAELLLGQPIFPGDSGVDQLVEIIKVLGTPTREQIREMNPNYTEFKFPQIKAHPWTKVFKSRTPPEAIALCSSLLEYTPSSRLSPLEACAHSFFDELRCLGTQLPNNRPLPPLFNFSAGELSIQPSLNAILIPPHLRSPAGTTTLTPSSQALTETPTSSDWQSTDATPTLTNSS
HSF1 inh – HSF1 inhibition; NIH3T3-HGL HSE-luciferase, MG132-induced, luminescence 8 h; active compounds read low; activity change, negative = inhibition, % at 7.5 µM (by protocol); hit rate 0.77% among 300,000; AID 2098;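 active means more than half of replicate wells show activity change below -50%, luminescence cut by over half; inconclusive means some wells, but at most half, below -50%; inactive means no replicate well below -50%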;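 further: luciferase reports HSF-1 transcriptional activity via heat shock element; 0% = median of DMSO wells and -100% = zero luminescence signal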
HSP90 inh – inhibitors of HSP90 luciferase refolding in rabbit reticulocyte lysate. inhibition, % at 5.6 µM. luciferase refolding luminescence, 3 h. hit rate 0.91% among 290,000. AID 1789;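 active means inhibition above the screen-wide mean plus 3 SD, computed separately per campaign, cut at about 16% in these data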;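 further: 0% = DMSO wells and 100% = 60 µM geldanamycin wells; inhibitors lower the luminescence because luciferase stays unfolded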
Dyrk1A ADPGlo – blocks rat Dyrk1A kinase activity. Q63470. ADP-Glo luminescence, NFATc1 peptide. inhibition, % at 12.5 µM. hit rate 0.43% among 310,000. AID 504441; in the data active means inhibition above about 50%;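 further: plate controls were vehicle with enzyme for no effect and no enzyme for full effect; many of its hits are not listed in these tables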
Starred values were filed as active, the others as inactive; i = inactive; ? = inconclusive; · = no result given. Only part of the results is shown; count on the stated rates, not on these rows.

AI-2 QS modul | HSF-1 act | GSK3beta inhib | PolyA inhibitor | Platelet DG rel | HDAC3 inh | GSK3 alpha inh | HSF1 inh | HSP90 inh | Dyrk1A ADPGlo | SMILES
24 | 8 | 5 | i | -4 | 4 | -5 | 7 | 1 | -4 | COc1cccc(/C(O)=C2\C(=O)C(=O)N(c3ccccn3)C2c2cccc(OC)c2OC)c1 (stereo not drawn)
17 | -12 | -2 | i | -1 | 2 | 0 | -2 | -2 | 21 | O=C(CSc1n[nH]c(=O)[nH]c1=O)N/N=C/C=C\c1ccccc1
12 | 31 | -4 | i | -8 | -5 | -2 | 1 | 2 | -2 | COc1ccc(N(CC(=O)N2CCCCCC2)S(=O)(=O)c2ccccc2)cc1
9 | -90 | 0 | i | 8 | -3 | 0 | -86* | 3 | 5 | CN1CCc2c(sc3c2C(=O)NC(c2ccc(-c4ccc(Cl)cc4)o2)N3)C1 (stereo not drawn)
24 | -1 | 2 | i | 4 | 2 | -2 | -2 | 1 | 8 | COC(=O)CSc1nnc(C)c(=O)[nH]1
13 | 10 | 4 | i | -1 | 4 | 0 | -9 | -5 | 0 | NC(=O)c1ccc(-n2nnnc2Oc2ccccc2)cc1
2 | -27 | -3 | i | 12 | 3 | -2 | -9 | 1 | 5 | COc1ccc(Br)cc1/C=N/NC(=O)C[n+]1ccccc1
-8 | -1 | -4 | i | -1 | -1 | -4 | -3 | · | 4 | Cc1ccc(CNC(=O)CSc2nccn(-c3ccc(C)c(F)c3)c2=O)cc1
22 | -2 | 0 | i | 1 | 6 | -2 | -2 | · | 1 | CCOc1ccc(NC(=O)CN(C)C(=O)c2ccccc2CCc2ccccc2)cc1OCC
22 | 7 | -2 | i | 0 | 0 | 0 | -1 | 0 | 2 | O=C(Nc1nc2n(n1)C(c1ccccc1)CC(c1ccc(Cl)cc1)N2)c1ccco1 (stereo not drawn)
65 | 5 | 0 | i | 3 | 16 | -2 | -2 | -1 | 27 | S=c1[nH]nc2nnc3ccccc3n12
1 | 13 | 0 | i | -9 | 1 | -2 | -3 | -4 | 12 | O=C(NC1CCN(Cc2ccccc2)CC1)c1ccc(Cl)cc1Cl
30 | 0 | 2 | i | -1 | 1 | 2 | 2 | -2 | -4 | Cc1cc(Br)ccc1SCC(=O)OCC(=O)NCc1ccco1
-2 | -11 | -5 | i | -32 | 13 | 0 | -8 | -5 | -9 | CCOc1ccc(N(C(=O)Cn2nnc3ccccc32)C(C(=O)NC(C)(C)CC)c2cccn2C)cc1 (stereo not drawn)
9 | -6 | 2 | i | 0 | -1 | -1 | -11 | -1 | 3 | Cc1ccc(CN2CC34C=CC(O3)C(C(=O)NCc3ccc5c(c3)OCO5)C4C2=O)cc1 (stereo not drawn)
8 | 6 | -4 | i | -2 | 4 | -1 | 2 | -2 | 5 | COc1cc(C(=O)OCC(=O)N(C)Cc2ccccc2)cc(OC)c1OC
19 | 13 | 0 | i | 20 | 6 | 5 | -6 | 4 | · | C=CCCCCCCCCC(=O)NNC1CC(=O)N(c2ccccc2)C1=O (stereo not drawn)
9 | ? | -5 | i | -1 | · | · | 24 | 1 | 0 | O=c1oc2ccccc2c(NC2CCCCC2)c1NS(=O)(=O)c1ccc(Cl)cc1
6 | -7 | 1 | i | -15 | 13 | -2 | -7 | 12 | 4 | Cc1c(C(=O)N2CCOCC2)sc(NC(=O)CCl)c1C#N
16 | 1 | 1 | i | -1 | -15 | 0 | -5 | -4 | 3 | CS(=O)(=O)N1CCC(C(=O)Nc2ccccc2Cl)CC1
14 | 4 | -1 | i | 1 | -5 | 1 | 7 | -2 | 5 | COc1ccc(CNC(=O)C/C(C)=N/NC(=O)COc2ccc(Br)cc2)cc1
28 | 3 | 5 | i | -2 | 0 | -4 | -7 | · | -5 | O=C(O)CSC12CC3CC(C1)CC(C(=O)O)(C3)C2
23 | 1 | -3 | i | 2 | -3 | -1 | -2 | -5 | 16 | CC(c1ccccc1)N1C(=O)c2cccnc2C1=O (stereo not drawn)
19 | · | -1 | i | -12 | 6 | -2 | -5 | · | 2 | C/C=C\C=C/C(=O)Nc1cccc(C2=NOC3(C2)C[C@H](C(N)=O)N(C(=O)Cc2ccc([N+](=O)[O-])cc2)C3)c1 (stereo partly drawn)
3 | 1 | 0 | i | -1 | -5 | 8 | -9 | 1 | -4 | CCC(C)NC(=O)Nc1ccc(F)c(Cl)c1 (stereo not drawn)
14 | 19 | 5 | i | 11 | 9 | 4 | 9 | -1 | · | Cc1csc(NC(=O)CSCC(=O)O)c1-c1nc2ccccc2s1
2 | 32 | 1 | i | -8 | 2 | 0 | 8 | 6 | 1 | CC(C)(C)c1ccc(Cn2nnc3c(=O)[nH]c(C4CCCN(C(=O)c5ccco5)C4)nc32)cc1 (stereo not drawn)
39 | -1 | 0 | i | -2 | 4 | -1 | -4 | 3 | · | CC1(C(=O)Nc2cccc(C(F)(F)F)c2)CO1 (stereo not drawn)
10 | 62* | -3 | i | 5 | 11 | 2 | 41 | -1 | 0 | S=C(Nc1ccc2nsnc2c1)N1CCCCCC1
14 | 25 | -24 | i | 98* | 5 | 29 | 6 | 4 | 9 | Oc1ccc(/C=N/Nc2nccnc2Cl)cc1
12 | -12 | 3 | i | 0 | 7 | -2 | 4 | 0 | -3 | CC(C)C[C@H](NC(=O)C1CCN(C(=O)[C@H](Cc2ccccc2)NC(=O)OC(C)(C)C)CC1)C(=O)O
18 | 24 | 0 | i | -13 | 1 | -1 | -1 | -2 | · | COc1cc(S(=O)(=O)Nc2ccccc2)ccc1N=Cc1c(C)[nH]n(-c2ccc(C)cc2)c1=O
8 | 19 | 1 | i | 0 | 9 | -2 | 9 | -2 | 2 | O=C(Nc1cccc2ccccc12)c1cnccn1
14 | -58 | 0 | · | -6 | 5 | -1 | -42 | -5 | -5 | Cc1ccc(/C=C(\NC(=O)c2ccccc2)C(=O)N2CCCC2C(=O)O)cc1 (stereo not drawn)
-1 | 13 | 1 | i | -10 | -1 | 3 | 6 | · | -4 | Cc1cccc(C(=O)NCC(=O)N2CCN(S(=O)(=O)c3cc(C)ccc3C)CC2)c1
4 | -14 | -3 | i | -1 | -14 | 0 | -7 | -2 | -3 | CCOC(CNC(=O)c1cc2c(=O)n(CC)c3ccccc3c2s1)OCC
8 | -16 | 1 | i | 0 | 9 | -2 | -3 | -4 | 13 | CC(C)C1=CC(=Nc2ccc(S(N)(=O)=O)cc2)C=C(C(C)C)C1=O
7 | 2 | 1 | i | 7 | -3 | 1 | -11 | -3 | -3 | COc1ccc(NC(=O)CN2C(=O)c3ccccc3S2(=O)=O)cc1OC
12 | -8 | -1 | i | 29 | 2 | -3 | -3 | -4 | -6 | Cc1ccc(C(=O)N[C@H](C(=O)Nc2cc(Cl)cc(Cl)c2)C(C)C)cc1
19 | -22 | 0 | i | -3 | -9 | -22 | -4 | -4 | · | COc1ccccc1N1CCN(C2CCC(C)CC2)CC1 (stereo not drawn)
14 | 7 | 2 | i | 5 | -4 | -3 | 10 | -5 | 2 | O=C(Cc1ccccc1)Nc1ccccc1Sc1ccccc1
7 | -16 | 1 | i | 21 | -2 | 1 | -5 | -4 | -2 | Nc1nnc(SCC(=O)NC2CCCc3ccccc32)s1 (stereo not drawn)
17 | -3 | 2 | i | -3 | 5 | -2 | 5 | 6 | 3 | COc1ccc(N(CC(=O)N2CCc3ccccc3C2)S(=O)(=O)c2ccccc2)cc1
8 | 0 | 2 | i | -3 | -2 | -5 | -3 | -2 | -13 | Cc1cc(C)n(CC(O)COCc2ccco2)n1 (stereo not drawn)
36 | 15 | -1 | i | -5 | -2 | 12 | 11 | 0 | 4 | CCOC(=O)c1cnc(SCc2ccccc2)nc1N
3 | -4 | 1 | i | 4 | 5 | -1 | 3 | · | -1 | COc1ccc(N2CCN(S(=O)(=O)c3cc4c5c(c3)C(C)C(=O)N5CCC4)CC2)cc1 (stereo not drawn)
18 | 4 | 1 | i | -6 | -2 | -1 | 18 | -6 | 3 | C/C(CC(=O)NC(C)(C)C)=N\NC(=O)c1ccco1
23 | 46 | 1 | i | -1 | 9 | 0 | 15 | 4 | -5 | COc1ccc(C2N(c3ccc(Cl)cc3)N=C(C(C)=O)N(C)N2C(C)=O)cc1 (stereo not drawn)
8 | 1 | -4 | i | -2 | -1 | -7 | 4 | 0 | -3 | COc1ccc(C(=O)OC(C)CN2CCN(C)CC2)cc1 (stereo not drawn)
30 | -5 | 1 | i | 3 | 2 | -4 | -4 | -2 | 5 | COc1ccc(S(=O)(=O)N2CCN(c3cccc(C)c3C)CC2)cc1
45 | 15 | 2 | i | 6 | 8 | 0 | 5 | 4 | -4 | CCc1ccc(NC(=O)CSc2nc(CSc3ccc(C)cc3)cc(=O)[nH]2)cc1
29 | 1 | -3 | i | -4 | 0 | 0 | -2 | -2 | 3 | CCc1ccc2c(CN3CCN(Cc4ccccc4)CC3)cc(=O)oc2c1
17 | 13 | -4 | i | 11 | -11 | -3 | 10 | -4 | -1 | COc1ccc(S(=O)(=O)N2CCOCC2)cc1NC(=O)c1ccccc1-c1ccc(C(F)(F)F)cc1
22 | -24 | 4 | i | 0 | -30 | 1 | -28 | 3 | 6 | Cc1ccccc1NC(=O)Cn1c(C)nc2ccc(N)cc2c1=O
5 | 8 | -3 | i | 0 | -7 | · | 2 | 1 | 1 | O=C1CC(Nc2ccc3ccccc3c2)C(=O)N1Cc1ccccc1 (stereo not drawn)
13 | -3 | -3 | i | 1 | · | · | -3 | 3 | -5 | CCC(C)(C)c1ccc(Oc2ccc(N)cc2)cc1

(further entries)
AI-2 QS modul | HSF-1 act | GSK3beta inhib | PolyA inhibitor | Platelet DG rel | HDAC3 inh | GSK3 alpha inh | HSF1 inh | HSP90 inh | Dyrk1A ADPGlo | SMILES
22 | 8 | -2 | i | -2 | 2 | -1 | 5 | 5 | -4 | CCN1CCC2(CCN(Cc3cn[nH]c3-c3ccc(OC)c(F)c3)C2)C1 (stereo not drawn)
51 | 8 | -4 | i | 11 | -11 | -1 | 16 | 8 | 10 | CC(C)C1O/C(=N/C(=O)Nc2ccc(Cl)c(Cl)c2)NC1=O (stereo not drawn)
1 | · | 0 | i | -9 | -1 | -2 | · | -2 | 1 | Cc1cc(=O)[nH]c(SCc2cccc3cccnc23)n1
9 | 22 | -1 | i | 4 | 0 | -2 | 9 | 5 | -3 | Cc1ccc(S(=O)(=O)N2CCN(S(=O)(=O)c3ccc(C)cc3)C2c2ccccc2)cc1

Bioassay records: PubChem, several laboratories
